Compound activity as filed in PubChem BioAssay.
A-T KAP1 phos – potential ataxia-telangiectasia treatments restoring KAP-1 phosphorylation; hit rate 0.19% among 320,000; Potency, µM (highest dose often 57.5 µM), without a hit: at the highest dose activation, actives largely listed as activators; AID 485349; […] A-T fibroblasts, KAP-1 phosphorylation AlphaLISA; neocarzinostatin DNA damage 30 min before lysis; note: potency is the fitted concentration of half-maximal effect; % of control where 0% means no effect; nearly all actives have a fitted effect of over 45% in size
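ATM-like activity read as KAP-1 phosphorylation via AlphaLISA donor/acceptor antibody pairs after lysis and 6 hr at 25C. Cells were ATM-null patient fibroblasts ([…], hTERT), dosed 60 min, then exposed to the DSB inducer NCS for 30 min.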
PTAP TSG101 blk – blocks PTAP/TSG101 interaction to inhibit HIV-1 budding; Q99816; Fluorescence polarization, FITC-PTAP peptide / Tsg101 binding; Potency, µM (series often up to 115 µM), for inactives: top-dose activity change, negative = inhibition, hits mostly inhibitors; 340,000 tested, under 10 active; active = well fitted inhibition curve with a large enough effect in the main read-out, with a control signal flat, not every such curve was filed as active; inconclusive = small, poorly fitted or top-dose-only effect, or effect the other way, or a change in a side signal; inactive = no such curve, though single readings can be large or run the other way; note: potency is the fitted concentration of half-maximal effect; % of control where 0% means no effect
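FP read-out: FITC-PTAP peptide, 50 nM final, binding Tsg101 binding domain, 10 uM final; 20 min, r.t.; 10 mM HEPES pH 7.5, 0.15 M NaCl, 0.01% Tween 20, 3 mM EDTA, 0.1 mM TCEP.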
Integrin act MD – activates integrin-mediated alleviation for muscular dystrophy; Potency, µM (doses to about 38.3 µM), inactives show at the top dose activation, usual class: activators; hit rate 0.064% among 350,000; alpha7betagal myoblasts, beta-gal FDG fluorescence, 48 h;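 note: potency is the fitted concentration of half-maximal effect; 100% = response of the positive control SU9516; nearly all actives have a fitted effect of over 60% in size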
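Alpha7betagal+/- myoblasts (passage 13) were plated 16-24 hr, then exposed to compounds (1:260 dilution of DMSO stock) for 48 hours at 37C. After MPER lysis, β-galactosidase reporter activity was read as FDG fluorescence (ex 480/em 540) after 30 minutes.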
CXXC DNA block – inhibitors of human MLL CXXC domain-DNA interaction; Q03164; MLL-CXXC / FITC-HOXA9 DNA fluorescence polarization; Potency, µM (highest dose often 115 µM), for inactives: top-dose activity change, negative = inhibition, actives largely listed as inhibitors; hit rate 0.037% among 290,000; AID 2662; active = well fitted inhibition curve with a large enough effect in the polarisation, with a control signal flat, not every such curve was filed as active; inconclusive = small, poorly fitted or top-dose-only effect, or effect the other way, or a change in a side signal; inactive = no such curve, though single readings can be large or run the other way; the % refers to the polarisation; note: potency is the fitted concentration of half-maximal effect
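Fluorescence polarization: 7 uM MLL-CXXC (stock) preincubated 5 min with compounds, then 50 nM fluorescein-HOX-A9 DNA (stock) added; 30 min ambient. Buffer 50 mM Tris-HCl pH 7.5, 50 mM NaCl, 1 mM DTT, 0.05% BSA.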
Menin-MLL TR inh – menin-MLL binding inhibition, Texas Red mutant peptide | Potency, µM (titrated, usually from 61.6 µM), for inactives: at the top dose FP activity change, negative = inhibition, usual class: inhibitors | O00255 | Menin + Texas Red MLL mutant peptide, fluorescence polarization | hit rate 0.23% among 270,000; active = well fitted inhibition curve with a large enough effect in the polarisation, with a control signal flat, not every such curve was filed as active; inconclusive = small, poorly fitted or top-dose-only effect, or effect the other way, or a change in a side signal; inactive = no such curve, though single readings can be large or run the other way; the % refers to the polarisation; note: potency is the fitted concentration of half-maximal effect; % of control where 0% means no effect; many of its hits are not listed in these tables
TCR activator – T cell receptor activation. primary human leukocytes, anti-CD3, IL-2 HTRF, 48 h. Potency, µM (highest dose often 9.22 µM), for inactives: at the highest dose activation of IL-2 secretion, usual class: activators. 330,000 tested, under 10 active; note: % of control where 0% means no effect
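HTRF read-out of IL-2 secretion: europium cryptate donor excited at 320nm, d2 acceptor emission at 665nm. Cells were primary human leukocytes incubated 48 hr with compounds and a-CD3 beads, supplying TCR signal only.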
MBNL1 CUG block – MBNL1-poly(CUG) RNA binding inhibition. Q9NR56. TR-FRET MBNL1-His/biotin-(CUG)12 binding, 665/545 ratio. Potency, µM (titrated, usually from 57.5 µM), for inactives: top-dose activity change, negative = inhibition, usual class: inhibitors. hit rate 0.036% among 280,000; active = well fitted inhibition curve with a large enough effect in the signal ratio, with a control signal flat, not every such curve was filed as active; inconclusive = small, poorly fitted or top-dose-only effect, or effect the other way, or a change in a side signal; inactive = no such curve, though single readings can be large or run the other way; the % refers to the signal ratio; note: potency is the fitted concentration of half-maximal effect; % is set by controls: 0 for no effect and ±100 for the full control effect
Target sequence (Q9NR56 whole entry, looked up): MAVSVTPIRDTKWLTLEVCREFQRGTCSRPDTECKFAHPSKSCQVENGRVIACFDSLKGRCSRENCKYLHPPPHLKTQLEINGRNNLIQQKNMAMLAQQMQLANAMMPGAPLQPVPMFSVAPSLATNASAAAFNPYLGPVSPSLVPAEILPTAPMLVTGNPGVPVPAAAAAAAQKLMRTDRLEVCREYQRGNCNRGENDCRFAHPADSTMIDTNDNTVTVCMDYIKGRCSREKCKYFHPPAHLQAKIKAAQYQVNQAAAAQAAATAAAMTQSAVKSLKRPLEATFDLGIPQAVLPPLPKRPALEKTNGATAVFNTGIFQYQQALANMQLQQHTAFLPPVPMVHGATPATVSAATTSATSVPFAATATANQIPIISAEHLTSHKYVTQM
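TR-FRET readout: Ex 340 nm, 665/545 nm emission ratio, normalized to buffer-only (basal) and MBNL1-(CUG)12 controls. Complex of MBNL1-His with Biotin-(CUG)12, compounds 92 nM–58 uM, incubated 60 min at room temperature.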
TSHR antag – human thyrotropin receptor antagonism; P16473; TSHR-expressing cells, TSH-stimulated cAMP HTRF, 2 h; active compounds read low; activity change, negative = inhibition, % at 11.5 µM; hit rate 0.2% among 330,000;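 active = activity change below a set negative limit, meaning inhibition stronger than a set level, cut at about -70% in these data; inconclusive = activity change between two set negative limits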; note: % is set by controls: 0 for no effect and ±100 for the full control effect
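Inhibition of cAMP made by TSHR-expressing cells under TSH stimulation (4nM final, EC80; 2 h, 37 deg C) is quantified with a one-step lysis HTRF kit, anti-cAMP cryptate versus cAMP-d2.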
ASM inhibitor – inhibitors of human secretory acid sphingomyelinase. hit rate 0.006% among 340,000. P17405. placental ASM, HMU-PC fluorogenic substrate, 60 min. AID 504937. Potency, µM (series often up to 57.5 µM), for inactives: top-dose activity change, negative = inhibition, usual class: inhibitors; note: potency is the fitted concentration of half-maximal effect
Target sequence (P17405 47-631 limits assumed): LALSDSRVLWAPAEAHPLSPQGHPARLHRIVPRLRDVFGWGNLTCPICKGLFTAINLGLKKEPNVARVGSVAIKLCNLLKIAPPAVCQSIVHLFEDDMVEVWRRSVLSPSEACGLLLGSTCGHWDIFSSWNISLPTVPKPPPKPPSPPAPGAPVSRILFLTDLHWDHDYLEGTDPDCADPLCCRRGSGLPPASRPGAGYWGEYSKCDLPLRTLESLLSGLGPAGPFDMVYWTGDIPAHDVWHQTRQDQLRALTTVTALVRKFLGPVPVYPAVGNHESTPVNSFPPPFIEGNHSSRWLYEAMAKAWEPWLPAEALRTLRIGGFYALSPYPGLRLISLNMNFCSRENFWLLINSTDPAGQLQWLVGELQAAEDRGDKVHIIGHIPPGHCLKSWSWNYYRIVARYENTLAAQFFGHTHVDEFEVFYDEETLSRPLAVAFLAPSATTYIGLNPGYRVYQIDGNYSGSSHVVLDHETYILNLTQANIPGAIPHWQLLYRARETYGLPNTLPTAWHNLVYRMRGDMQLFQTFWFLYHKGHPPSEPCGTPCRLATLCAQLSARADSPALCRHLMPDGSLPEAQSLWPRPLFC
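Fluorescence read-out (Ex 386 nm, Em 447 nm) after stopping the reaction at pH 10. Enzyme: ASM from human placenta; substrate HMU-PC0, 9 uM final; 60 min, 37 °C. Compound preincubation 10 min, ambient temperature.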
Mito fusion yeast – mitochondrial division inhibition or fusion activation; S. cerevisiae fusion-defective mutant growth rescue, CellTiterGlo 48 h; Potency, µM (top dose mostly 46.1 µM), inactives show at the highest dose growth rescue (activation), most hits filed as activators; hit rate 0.23% among 320,000; AID 485298;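 note: potency is the fitted concentration of half-maximal effect; % of control where 0% means no effect; nearly all actives have a fitted effect of over 45% in size; temperature-sensitive fusion mutants such as fzo1-1 at 37 °C on non-fermentable ethanol glycerol medium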
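Yeast fusion mutant, YPEG (non-fermentable carbon), compound, 48 h at 37C non-permissive; CellTiterGlo added, 10 min RT, luminescence read. Rescued growth = division inhibition.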
The depositor's hits bear a star; i = inactive; u = inconclusive; x = not tested or not shown; & = joins results of further samples; [ ] = remark or other dose. Unless noted, calls come from the whole dose curve; as a rule, active = well fitted curve in the direction sought with a large enough effect; inconclusive = small, poorly fitted or top-dose-only effect, or another doubt; inactive = no such curve, though single readings can be large; an effect the other way counts as inactive or inconclusive. The list is partial, so the mix of outcomes need not match the whole.

SMILES	A-T KAP1 phos	PTAP TSG101 blk	Integrin act MD	CXXC DNA block	Menin-MLL TR inh	TCR activator	MBNL1 CUG block	TSHR antag	ASM inhibitor	Mito fusion yeast
CCOc1ccccc1C1CC(c2ccc(Cl)cc2)Nc2nc(N)nn21 (centres undefined)	11%	-2%	2%	8%	0%[11.7 µM]	-2%	-13%	-4	8%	-1%
COc1cccc(NC(=O)C(C)N2C(=O)c3ccccc3C2=O)c1 (centres undefined)	0%	2%	29%	7%	14%	1%	6%	-13	-1%	2%
O=C(Nc1ccccc1Oc1ccccc1)C1CCCC1	3%	0%	13%	8%	-3%	-3%[46.1 µM]	-6%	8	0%	-1%
Cc1ccc(CN2CCN(CC(=O)N3CCc4ccccc4C3)C2=O)cc1	1%	x	x	9%	-14%	x	-11%	23	x	1%
CCOC(=O)N1CCN(CCC(=O)Nc2cccc(C)c2)CC1	6%	-2%	11%	0%	-27%	-11%	-2%	8	-1%	1%
Cc1ccc(C(O)CCc2ccc(N)cc2)cc1 (centres undefined)	32%	2%	-15%	-8%	-4%	-1%	-6%	2	0%	-7%
CCOC(=O)Cn1ccc(NC(=O)COc2ccc(F)cc2)n1	5%	-2%	5%	3%	-5%	-1%	-6%	-7	5%	0%
Cc1ccc(OCCCC(=O)N(C)CC(=O)Nc2ccccc2Cl)cc1	16%	-2%	-7%	x	x	7%	x	-2	-6%	-1%
CCc1cc(S(N)(=O)=O)cc(CC)c1NC(C)=O	2%	-3%	-7%	-7%	x	-2%	-4%	-6	2%	-2%
COc1ccc(NC(=O)CSC2CCCCC2)cc1	2%	-4%	-27%	-6%	-3%	x	-9%	-1	-1%	-7%
COc1ccc(CCCc2nnc(SCC(=O)Nc3ccc(C)c(C)c3)o2)cc1	x	1%	10%	-4%	1%	x	-2%	10	-3%	-4%
NC(=O)c1ccc(NC(=O)COC(=O)c2ccc3c(c2)OCO3)cc1	-1%	-14%	22%	x	x	-6%	x	-2	0%	0%
CN(c1ccccc1)S(=O)(=O)c1ccc(C(=O)NCC2CCCO2)cc1 (centres undefined)	0%	0%	3%	4%	3%	-247%	-11%	-4	-2%	2%
O=C(NC1CCC(C(=O)O)CC1)OCc1ccccc1 (centres undefined)	2%&1%	0%&-2%	2%&14%&6%	5%&1%	1%&28%	-3%&-7%	-2%&-3%	-11&6	4%&5%	-1%&-4%
COc1ccc(C(=O)O/N=C(\N)c2ccccc2)cc1OC	1%	-1%	u	6%	-3%	-1%	5%	-7	-2%	u
Cc1ccc(Cl)cc1NC(=O)c1ccccc1OCC(=O)Nc1ccc(Cl)cc1	1%	-10%	-43%	2%	-14%	5%[46.1 µM]	-2%	2	-6%	3%
O=C(Nc1nccs1)c1ccc(Cl)c(S(=O)(=O)N2CCOCC2)c1	-1%	-1%	-21%	-1%	9%	0%	-9%	1	2%	-1%
Cc1cc(C(=O)NNC(=S)NC(C)c2ccccc2)c2ccccc2n1 (centres undefined)	-6%	-3%	9%	-7%	25%	8%	5%	13	-1%	-3%
CC(=O)Oc1ccc(N(C(C)=O)S(=O)(=O)c2cccs2)c2ccccc12	0%	x	-54%[inhibitor]	1%	11%	x	5%	10	0%	-3%
COc1ccc2nc3c(cc2c1)c(NC(=O)C1CCCO1)nn3CC(C)C (centres undefined)	35µM*	-2%	-49%[inhibitor]	-6%	-19%[11.7 µM]	-23%	24%	-10	i	7%
COc1cc(S(=O)(=O)NC(C)C)ccc1Cl	2%	-4%	7%	-17%	6%	6%	1%	-3	10%	-1%
O=C(NCc1ccccn1)c1ccc(/C=N/O)nc1	-4%	-1%	6%	11%	-6%	-7%	3%	-11	1%	1%
NS(=O)(=O)c1ccc(NC(=O)c2ccc(CSc3ccccc3)o2)cc1	-1%	-1%	25%	13%	-1%	8%	-2%	6	x	0%
CN(c1nc2ccccc2nc1Cl)S(=O)(=O)c1ccccc1	-1%	-8%	u	58%[activator]	49%[activator]	0%	22%	-2	-2%	3%
O=C(CCN1C(=O)C2C3CCC(C3)C2C1=O)Nc1ccc(Br)cc1 (centres undefined)	1%	-5%	27%	-8%	17%	-1%[46.1 µM]	x	-6	4%	-1%
Cc1nnc(C)n1/N=C/c1cccs1	-3%	4%	-4%	2%	13%	2%	9%	-3	2%	-3%
O=C(COn1nnc2ccc(C(F)(F)F)cc21)Nc1c(Cl)cccc1Cl	14%	-1%	-13%	2%	10%	4%[46.1 µM]	-15%	17	1%	10%
N#Cc1cc(-c2cccc(Cl)c2)c[nH]c1=O	3%	-7%	2%	-3%	16%	1%	3%	-4	21%	0%
CCCCc1cc2c(s1)CCCC/C2=N/O	10%	0%	3%	8%	-1%	0%	10%	-14	-4%	u
COC(=O)c1ccc(NC(=O)CSc2nnc(C)n2CC2CCCO2)cc1 (centres undefined)	0%	-7%	41%	8%	x	-36%	-1%	-3	-1%	-3%
COC(=O)Nc1ccc(S(=O)(=O)NCc2ccccn2)cc1	3%	1%	1%	-1%	2%	-9%	0%	7	1%	-6%
CCOc1cc2c(cc1O)C(=NOC)CC1C2CCC2(C)C(O)CCC12 (centres undefined)	x	-2%	-18%	x	x	-19%	x	x	-3%	x
COc1ccc(-n2c(N)c(C(=O)NCc3cccnc3)sc2=S)cc1	x	-12%	-3%	0%	u	2%	u	-5	9%	1%
CCOC(=O)C1(Cc2cccc(F)c2)CCN(C(=O)Cn2cnnn2)CC1	42%	-6%	-5%	-3%	x	6%	0%	18	7%	6%
CNC(=S)NC1CC2CCCC(C1)N2Cc1ccc(C)cc1 (centres undefined)	5%	-2%	-59%[inhibitor]	2%	11%	0%	1%	-4	-3%	10%
Cc1ccc(C(=O)Nc2ccc(S(=O)(=O)N3CCOCC3)cc2)cc1	2%	-1%	17%	-1%	9%	2%	0%	-5	0%	4%
CC(=O)c1c(O)c2ccccc2n(C(C)C)c1=O	5%	-4%	0%	0%	19%	3%	-15%	26	2%	0%
O=S(=O)(NC1CCCCC1)c1cccc(-c2nnc(-c3ccccc3)o2)c1	12%	-3%	-15%	-3%	9%	-3%	-8%	-22	-20%	14%
c1ccc(-c2noc(-c3cccc4ccccc34)n2)nc1	5%	-7%	1%	8%	0%	2%	u	-7	-11%	10%
Cc1ccc(-c2nc(NC(=O)c3nn(C)cc3[N+](=O)[O-])sc2C)cc1	1%	-5%	u	26%	x	-1%	15%	-30	-4%	3%
Cc1cccc(OCC(=O)NCc2ccc(F)cc2)c1	4%	-2%	u	2%	-5%	3%	-6%	-6	-2%	5%
Cc1cc(C(=O)N2CCN(c3ncccc3C#N)CC2)no1	3%	-2%	16%	3%	x	2%	-3%	12	15%	3%
Cc1ccc2nc(C(C)O)[nH]c2c1 (centres undefined)	-3%	1%	36%	-1%	8%	4%	-9%	1	-3%	0%
O=C(c1ccc(Cl)cc1)N1CCN=C1c1ccccc1	1%	-4%	16%	11%	2%	0%[46.1 µM]	x	1	7%	-4%
Cc1nc(-c2ccccc2)nc2[nH]c(=O)n(-c3ccccc3)c(=O)c12	2%	-5%	10%	10%	u	-5%	1%	3	0%	7%
O=C(O)Cn1nnnc1SCC(=O)Nc1ccc(OC(F)(F)F)cc1	2%	-6%	2%	-10%	4%	2%	-3%	9	1%	-2%
COc1cc(OC)c(OC)cc1CCC(C)NC(=O)Cc1ccccc1 (centres undefined)	-5%	-2%	12%	-14%	u	-11%	6%	-14	-2%	1%
CCOC(=O)c1ccccc1NC(=O)CN(c1cccc(OC)c1)S(C)(=O)=O	32%	-4%	-9%	-2%	11%	-1%	0%	2	0%	7%
Cn1c(C(=O)NN)cc2cc(Oc3ccccc3)ccc21	0%	0%	4%	2%	8%	x	1%	0	-4%	-1%
Cc1nc(C(=O)N2CCC(n3nccc3NC(=O)Nc3ccccc3Cl)CC2)cs1	6%	-2%	-1%	4%	-14%	-3%	-6%	-3	0%	-7%
COc1ccc(C2c3ccc4ccccc4c3Oc3ncn(CCCN(C)C)c(=N)c32)cc1 (centres undefined)	6%	-8%	-72%[inhibitor]	3%	u	10%	-6%	-1	-1%	-17%
Cc1ccc(S(=O)(=O)N2CCN(C(=O)CSc3ncn[nH]3)CC2)cc1	6%	-2%	30%	x	x	-2%	x	-1	2%	-3%
O=C(/C=C/c1ccc(F)cc1)N1CC[C@@]2(O)CCCC[C@H]2C1	0%	2%	19%	3%	8%	0%	u	6	-2%	-15%
